Assay outcomes deposited in PubChem by National Center for Advancing Translational Sciences (NCATS).
N370S GC mod – qHTS Assay for Inhibitors and Activators of N370S glucocerebrosidase as a Potential Chaperone Treatment of Gaucher Disease; Lysosomal acid glucosylceramidase (Homo sapiens), P04062; N370S GC spleen homogenate, 4MU-glucoside fluorescence; Potency, µM (titrated, usually from 59.4 µM), without a hit: top-dose activity change, negative = inhibition, actives largely listed as inhibitors; actives 0.092% (n = 330,000);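 note: 0% = full enzyme activity and -100% = no enzyme basal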
TDP1 block – qHTS Assay for Inhibitors of Tyrosyl-DNA Phosphodiesterase (TDP1); Tyrosyl-DNA phosphodiesterase 1 (Homo sapiens), Q9NUW8; recombinant TDP1, AlphaScreen DNA substrate cleavage; Potency, µM (top dose mostly 130 µM), for inactives: at the top dose activity change, negative = inhibition, most hits filed as inhibitors; actives 0.28% (n = 350,000); AID 485290, 2010; note: nearly all actives have a fitted effect of over 40% in size
Target sequence (Q9NUW8 whole entry, looked up): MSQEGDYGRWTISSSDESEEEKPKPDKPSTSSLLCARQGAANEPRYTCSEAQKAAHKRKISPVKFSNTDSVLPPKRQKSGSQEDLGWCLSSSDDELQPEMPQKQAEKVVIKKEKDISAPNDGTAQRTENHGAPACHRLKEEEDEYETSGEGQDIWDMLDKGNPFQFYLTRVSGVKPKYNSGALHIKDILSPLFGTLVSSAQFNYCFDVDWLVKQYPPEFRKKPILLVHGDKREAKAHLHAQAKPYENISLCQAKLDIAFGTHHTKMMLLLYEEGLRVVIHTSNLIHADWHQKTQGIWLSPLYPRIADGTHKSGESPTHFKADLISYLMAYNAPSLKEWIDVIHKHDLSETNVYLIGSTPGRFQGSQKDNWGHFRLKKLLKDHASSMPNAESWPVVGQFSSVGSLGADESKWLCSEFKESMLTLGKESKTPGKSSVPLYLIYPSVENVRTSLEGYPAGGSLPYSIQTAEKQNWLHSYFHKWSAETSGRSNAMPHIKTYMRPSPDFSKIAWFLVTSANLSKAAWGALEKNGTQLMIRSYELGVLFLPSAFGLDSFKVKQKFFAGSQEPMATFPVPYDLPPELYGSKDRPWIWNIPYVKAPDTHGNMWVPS
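Tdp1 1 nM final; 15 min RT w/ cpd; substrate 15 nM, 5 min; beads 10 ug/ml, 10 min; AlphaScreen read. Neg ctrl: no enzyme.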
FEN1 inhibitor – qHTS Assay for the Inhibitors of Human Flap endonuclease 1 (FEN1) | Potency, µM (series often up to 114 µM), inactives show top-dose activity change, negative = inhibition, most hits filed as inhibitors | AID 588795, 2011 | Recombinant FEN1 flap cleavage, fluorescence, 15 min | actives 0.35% (n = 390,000) | P39748; note: nearly all actives have a fitted effect of over 65% in size
Target sequence (P39748 whole entry, looked up): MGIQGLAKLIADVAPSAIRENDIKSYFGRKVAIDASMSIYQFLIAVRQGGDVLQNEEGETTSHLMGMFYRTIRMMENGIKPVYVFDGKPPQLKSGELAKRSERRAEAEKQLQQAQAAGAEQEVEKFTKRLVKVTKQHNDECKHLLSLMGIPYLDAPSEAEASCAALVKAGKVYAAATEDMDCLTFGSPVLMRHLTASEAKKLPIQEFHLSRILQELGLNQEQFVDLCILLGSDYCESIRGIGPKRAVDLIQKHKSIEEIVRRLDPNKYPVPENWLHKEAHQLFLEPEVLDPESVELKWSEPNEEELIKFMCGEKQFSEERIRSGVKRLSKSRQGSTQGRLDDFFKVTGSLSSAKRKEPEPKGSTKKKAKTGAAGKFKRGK
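Recombinant FEN1 (10 nM) was preincubated with pin-transferred compounds for 15 min at room temperature, then flap DNA substrate (50 nM final) was added. Plates were read at 0 and 15 min, and normalized concentration–response data were fitted to a four-parameter Hill equation.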
* = called active by the depositor; ? = inconclusive; . = no result given; & = joins results of further samples; [ ] = dose if it differs, or a comment. Calls come from the whole dose curve; as a rule, active = well fitted curve in the direction sought with a large enough effect; inconclusive = small, poorly fitted or top-dose-only effect, or another doubt; inactive = no such curve, though single readings can be large; an effect the other way counts as inactive or inconclusive. Unless noted, % is set by controls: 0 for no effect and ±100 for the full control effect; potency is the fitted concentration of half-maximal effect.

#1 O=C(Nc1ccccc1Cl)N(Cc1nc2ccccc2c(=O)[nH]1)Cc1cccs1
#2 O=C(CNCc1cccs1)Nc1cc(S(=O)(=O)N2CCCC2)ccc1Cl
#3 O=C(OCC(=O)c1cccs1)c1ccc(NC(=O)c2ccco2)cc1
#4 Cc1ccc(S(=O)(=O)N(C)C)cc1NC(=O)COC(=O)COc1ccc2c(c1)CCC2
#5 CCSc1nc2ccccc2n1CCOc1ccccc1
#6 CCC(C)NC(=O)c1ccc2c(c1)N(Cc1ccccc1)C(=O)c1ccccc1S2(=O)=O (stereo not drawn)
#7 COC(=O)C1=C(C)N=C2SC(C#N)=C(N)N2C1c1ccc(OC)cc1 (stereo not drawn)
#8 COc1ccc2c(C)c(C(=O)N3CC[C@@H](N4CCC(O)CC4)[C@H](O)C3)oc2c1
Compound	1	2	3	4	5	6	7	8
N370S GC mod	13%	22%	0%	0%	1%	.	-6%	-1%
TDP1 block	1%	-4%	9%	0%[0.505 µM]	-3%	5%	1%	2%
FEN1 inhibitor	-1%	9%	-8%	-1%	-1%	-13%	-17%	-2%

#9 COc1ccc(S(=O)(=O)N2CCOC2CNC(=O)C(=O)NCCc2c[nH]c3ccccc23)cc1C (stereo not drawn)
#10 CC1CCN(C(=O)COC(=O)CCC(=O)c2ccc(F)cc2)CC1
#11 Fc1ccc2cc(-c3ccccc3)ncc2c1
#12 O=C(NCCc1ccccn1)c1cncc(Br)c1
#13 CCOc1ccc2nc3sc(C(=O)N4CCOCC4)c(N)c3cc2c1
#14 CCC(=O)O[C@@H]1[C@H](C)O[C@H](O[C@H]2[C@@H](N(C)C)[C@H](O)[C@@H](O[C@@H]3[C@@H](CC=O)C[C@@H](C)[C@@H](O)/C=C\C=C/C[C@@H](C)OC(=O)C[C@@H](OC(=O)CC)[C@H]3OC)O[C@H]2C)C[C@]1(C)O
#15 CCOC(=O)CCc1c(C)nc(SCCN2CCCC2)c(C#N)c1C
#16 CC(C)CC(=O)Nc1nnc2n1CCS2
Compound	9	10	11	12	13	14	15	16
N370S GC mod	-7%	.	.	-8%	-2%	-4%[21.6 µM]	-8%	.
TDP1 block	5%	0%	1%	14%	-2%	5%[56.1 µM]	3%	-5%
FEN1 inhibitor	11%	3%	9%	29%	-14%	.	0%	1%

#17 Cc1ccccc1NC(=S)NC(NC(=O)N(C)C)C(Cl)(Cl)Cl (stereo not drawn)
#18 CN(C)c1ccc(C(=S)N2CCCCCC2)cc1
#19 CCCN1C(=S)SC(C)(C)C1/[N+]([O-])=C/c1cccnc1 (stereo not drawn)
#20 CC12CCC(C(=O)Nc3cc(Cl)ccc3Cl)(C(Br)C1=O)C2(C)C (stereo not drawn)
#21 O=C(C/C=N/OCc1ccccc1F)c1cnc(-c2ccc(Cl)cc2)s1
#22 CC(C)(C)c1ccc(C(=O)NC(=S)Nc2nc3c(s2)CCCC3)cc1
#23 CN(c1cccnc1)c1ncnc2[nH]ncc12
#24 CCOC(=O)/C(C#N)=C\c1ccc(N2CCN(C)CC2)cc1
Compound	17	18	19	20	21	22	23	24
N370S GC mod	1%	5%	-5%	0%	-2%	27%	0%	-14%
TDP1 block	5%	10%	6%	3%	3%	7%	-3%	-2%
FEN1 inhibitor	-15%	-2%	3%	-9%	11%	4%	-1%	-5%

#25 O=C(c1ccccc1)N1CC(COc2ccccc2)OC(c2cccnc2)O1 (stereo not drawn)
#26 CCC(=O)N1N=C(c2ccc(NS(C)(=O)=O)cc2)CC1c1ccc(N(C)C)cc1 (stereo not drawn)
#27 CCOc1ccc(NC(=O)c2ccc3c(c2)CCN3S(=O)(=O)c2ccc(Cl)cc2)cc1
#28 O=C(Nc1ccccc1)Nc1nnc(Cc2ccc(F)cc2)s1
#29 O=C(Nc1ccccc1)C1=C[C@H](c2csc3ccccc23)C[C@H](OCc2ccc(CO)cc2)O1
#30 COc1ccc(OC)c(C(=O)NC(CC(N)=O)c2ccc(NCc3ccccn3)c([N+](=O)[O-])c2)c1 (stereo not drawn)
#31 O=C(NCCc1ccccc1)C1CCN(C(=O)c2ccc([N+](=O)[O-])cc2)CC1
#32 CC(C)C(=O)Nc1nnc(SCC(=O)NCc2cccs2)s1
Compound	25	26	27	28	29	30	31	32
N370S GC mod	22%	0%	.	-6%	-8%	-2%	-1%	3%
TDP1 block	3%	7%	0%	20%	6%	.	3%	8%
FEN1 inhibitor	-3%	2%	10%	-5%	-12%	3%	-13%	1%

The last 3 compounds of the part above lead into the next.
#30 COc1ccc(OC)c(C(=O)NC(CC(N)=O)c2ccc(NCc3ccccn3)c([N+](=O)[O-])c2)c1 (stereo not drawn)
#31 O=C(NCCc1ccccc1)C1CCN(C(=O)c2ccc([N+](=O)[O-])cc2)CC1
#32 CC(C)C(=O)Nc1nnc(SCC(=O)NCc2cccs2)s1
#33 CC(=O)N1CCN(S(=O)(=O)c2cccc(C(=O)NC3CCCC3)c2)CC1
#34 Cc1cccc(N2CCN(C(=O)CS(=O)(=O)Cc3nc(-c4ccccc4F)oc3C)CC2C)c1 (stereo not drawn)
#35 Cn1c2ccccc2c2c(C(=O)NCC3CCCO3)cn(C3CCCC3)c(=O)c21 (stereo not drawn)
#36 O=C(O)CSCC(=O)c1ccccc1
#37 COc1ccc(N2CCN(CC(=O)c3ccc(O)c(C)c3O)CC2)cc1
#38 COc1cc(OC)cc(C(=O)N2CCC3(CC2)NCCc2[nH]cnc23)c1
#39 Cc1noc(C)c1C(=O)N(CC(=O)NC1CCCC1)Cc1ccccc1F
#40 O=C1CN=C(Nc2cccc(C(F)(F)F)c2)N1C1CCCC1
Compound	30	31	32	33	34	35	36	37	38	39	40
N370S GC mod	-2%	-1%	3%	.	?	8%	-13%	2%	2%	-5%	5%
TDP1 block	.	3%	8%	0%	2%	5%	6%	4%	1%	6%	2%
FEN1 inhibitor	3%	-13%	1%	-5%	-2%	1%	16%	6%	2%	-10%	8%

#41 COc1ccc(C)cc1NC(=O)CCN1CC(C)OC(C)C1 (stereo not drawn)
#42 Cc1cc(C)n(-c2ccc(C(=O)OCC(=O)N3CCN(c4ccccc4)CC3)cc2)n1
#43 Cc1ccc(S(=O)(=O)N2CCCN(S(=O)(=O)c3ccccc3Br)CC2)cc1
#44 CN(C(=O)COC(=O)c1cccc(S(=O)(=O)N(C)c2ccccc2)c1)C1CCCCC1
#45 CCCOc1ccc(Cc2c(O)nc(SC)[nH]c2=O)cc1C
#46 O=C(CCn1c(=O)c2cccn2c2ccc(F)cc21)NCCc1ccc(Cl)cc1
#47 Cc1ccc(NC(=O)Cn2c(O)c(N=NC(=O)c3cc4ccccc4cc3O)c3ccccc32)cc1
#48 O=c1c([N+](=O)[O-])cccn1Cc1cccc(Cl)c1
Compound	41	42	43	44	45	46	47	48
N370S GC mod	-2%	.	.	.	2%	.	-4%	3%
TDP1 block	3%	4%	-2%[56.1 µM]	-2%	.	3%	2%	5%
FEN1 inhibitor	4%	-3%	6%	6%	-3%	12%	-2%	-15%

#49 CCOC(=O)C1CCCN(S(=O)(=O)c2cc(Br)cc3c2N(C(=O)C2CC2)CC3)C1 (stereo not drawn)
#50 COc1ccc(OC)c(NC(=O)N2CCCc3ccccc32)c1
#51 CC(=O)Nc1ccc(C(=O)c2ccccc2)cc1
#52 COc1ccc(OC)c(NC(=O)c2cccnc2Sc2ccccc2)c1
#53 O=C1NC(=O)/C(=C\c2ccc(OCc3cccc([N+](=O)[O-])c3)cc2)N1
#54 O=C(Nc1nnc(C2CC2)s1)c1cc2ccccc2o1
#55 COC(=O)c1c(N)n(-c2ccc(N3CCOCC3)cc2)c2nc3ccccc3nc12
#56 Nc1nc(SCC(=O)Nc2ccc(OC(F)(F)F)cc2)[nH]c(=O)c1NC(=O)c1ccc(Br)o1
Compound	49	50	51	52	53	54	55	56
N370S GC mod	24%	-6%	-13%	-6%	7%	2%	-7%	1%
TDP1 block	2%	6%[56.1 µM]	4%	-3%	3%	-10%	5%	-6%
FEN1 inhibitor	-4%	7%	48%[activator]	0%	2%	10%	.	0%

#57 Cc1cc(C2=NNC(=Nc3ccccc3)SC2)c(C)n1C
#58 COc1ccc(C(=O)Nc2ccc3c(c2)CCCN3S(=O)(=O)c2ccc(C)cc2)c(OC)c1
#59 Cc1cc([N+](=O)[O-])ccc1Nc1nc2ccccc2n2cnnc12
#60 O=C(/C=C/c1ccco1)N1CCN(S(=O)(=O)c2cccs2)CC1
#61 Cc1cccc(NC(=O)c2csnn2)n1
#62 CCC1CCCCN1C(=O)CCc1nnc(C2CCCCC2)o1 (stereo not drawn)
#63 CCc1cccc(NC(=O)Cc2ccc([N+](=O)[O-])cc2)c1
#64 Cc1oc(C(C)(C)C)cc1C(=O)Nc1ccc(N2CCOCC2)cc1
Compound	57	58	59	60	61	62	63	64
N370S GC mod	-11%	.	3%	5%	-2%	13%	15%	-11%
TDP1 block	5%	1%	.	-14%	3%	5%	-2%	5%
FEN1 inhibitor	-3%	-6%	5%	-2%	15%	-13%	0%	2%

#65 CCC(=O)NC(=S)NNC(=O)c1ccc(OC)cc1
#66 COc1ccc(NC(=O)CCNS(=O)(=O)c2ccc3c(c2)CCCC(=O)N3)cc1
#67 COc1ccc(CCNC(=O)c2cc3c(=O)n4cccc(C)c4nc3s2)cc1OC
#68 O=C1COc2ccc(C(=O)NCc3ccc4c(c3)OCO4)cc2N1
#69 CN(Cc1ccccc1)C(=O)c1cccc(N2C(=O)C3CC=CCC3C2=O)c1 (stereo not drawn)
#70 COc1cccc(-c2n[nH]c3c2C(c2ccccn2)N(C)C3=O)c1 (stereo not drawn)
#71 CC(=O)c1cccc([N+](=O)[O-])c1
#72 COc1ccc(NC(=O)Cn2c(=O)n(-c3ccc(OC)cc3)c(=O)c3ccc(C(=O)NCc4ccc(C)cc4)cc32)cc1
Compound	65	66	67	68	69	70	71	72
N370S GC mod	6%	.	-9%	9%	-5%	.	21%	.
TDP1 block	0%	-3%	-12%	4%	.	9%	0%&8%	2%
FEN1 inhibitor	8%	-6%	9%	5%	-3%	0%	-15%	-3%

#73 COc1ccc(Oc2nc3c(c(=O)n(C)c(=O)n3C)n2Cc2ccccc2)cc1
#74 COc1ccc(C2CC(c3ccccc3)Oc3cc(C)c(Cl)c(C)c32)cc1 (stereo not drawn)
#75 Cc1cc(=O)n2nc(N3CCCC(C(=O)NCCCN4CC(C)CC(C)C4)C3)sc2n1 (stereo not drawn)
#76 Cc1ccc(C)c(NC(=O)CCn2nc(C)c3c(C)n(-c4ccccc4)nc3c2=O)c1
#77 O=C(Nc1nccs1)C(=O)c1c[nH]c2ccccc12
#78 Oc1ccc(/C=N/Nc2ncc(Br)cn2)c(O)c1
#79 CCOc1ccc(C(=O)Nc2ccc(C(=O)OCc3cc(=O)n4ccsc4n3)cc2)cc1
#80 COCC1CCN(C(=O)c2ccc3oc(Cc4ccccc4)nc3c2)C1 (stereo not drawn)
Compound	73	74	75	76	77	78	79	80
N370S GC mod	1%	11%	-4%	.	-3%	-23%	.	-8%
TDP1 block	0%	3%	1%	6%	1%	11%	1%	7%
FEN1 inhibitor	19%	-18%	-17%	34%	2%	-10%	10%	6%

Structures shown so far containing a Cl atom (9):
#1 O=C(Nc1ccccc1Cl)N(Cc1nc2ccccc2c(=O)[nH]1)Cc1cccs1
#2 O=C(CNCc1cccs1)Nc1cc(S(=O)(=O)N2CCCC2)ccc1Cl
#17 Cc1ccccc1NC(=S)NC(NC(=O)N(C)C)C(Cl)(Cl)Cl (stereo not drawn)
#20 CC12CCC(C(=O)Nc3cc(Cl)ccc3Cl)(C(Br)C1=O)C2(C)C (stereo not drawn)
#21 O=C(C/C=N/OCc1ccccc1F)c1cnc(-c2ccc(Cl)cc2)s1
#27 CCOc1ccc(NC(=O)c2ccc3c(c2)CCN3S(=O)(=O)c2ccc(Cl)cc2)cc1
#46 O=C(CCn1c(=O)c2cccn2c2ccc(F)cc21)NCCc1ccc(Cl)cc1
#48 O=c1c([N+](=O)[O-])cccn1Cc1cccc(Cl)c1
#74 COc1ccc(C2CC(c3ccccc3)Oc3cc(C)c(Cl)c(C)c32)cc1 (stereo not drawn)
Compound	1	2	17	20	21	27	46	48	74
N370S GC mod	13%	22%	1%	0%	-2%	.	.	3%	11%
TDP1 block	1%	-4%	5%	3%	3%	0%	3%	5%	3%
FEN1 inhibitor	-1%	9%	-15%	-9%	11%	10%	12%	-15%	-18%
